Screening results deposited in PubChem BioAssay by several laboratories.
cardiac RTF act: cardiac RTF calcium sensitivity activators, primary screen, biochemical, IANBD-TnC fluorescence, EC20 calcium; Troponin I, cardiac muscle (Homo sapiens) + Troponin T, cardiac muscle (Homo sapiens) + …; IANBD-labeled TnC RTF fluorescence at EC20 calcium; 0% EC20 calcium, 100% full calcium; activation, % at 7.2 µM; actives 0.24% (n = 340,000);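 active = activation above the mean over all tested compounds plus 3 SD, cut at about 30% in these data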;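 also: rise in fluorescence read as greater calcium sensitivity of cardiac thin filaments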
C-LANA FP: inhibitors of KSHV C-LANA binding to DNA, primary screen, biochemical, fluorescence polarization, FAM-LBS DNA, MBP-C-LANA, single point; actives 0.078% (n = 340,000); Kaposi's sarcoma herpesvirus LANA C-terminal domain (residues 932-1162) DNA binding; AID 504423, 2011; inhibition, % at 9 µM;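 active = highest replicate inhibition at or above 60% at 9 µM, even if other replicates fall short; inactive = all replicates below 60% inhibition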;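 also: 0% = neutral control wells and 100% = 4 µM acridine orange control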
Keap1 Nrf2 FP: Keap1-Nrf2 protein-protein interaction inhibitors, primary screen, biochemical, fluorescence polarization, single point; Kelch-like ECH-associated protein 1 (Homo sapiens), Q14145; inhibition, % at 9.4 µM; AID 504523, 2011; Keap1 Kelch-Nrf2 peptide fluorescence polarization, 1536-well; actives 0.15% (n = 340,000); in the data active = inhibition above about 12%;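 also: human Keap1 Kelch domain with fluorescein labeled Nrf2 9mer peptide probe; 0% = neutral control wells and 100% = peptide positive control; higher means more block of Keap1 binding to Nrf2 peptide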
Target sequence (Q14145 whole entry, looked up, the tested form may be a part): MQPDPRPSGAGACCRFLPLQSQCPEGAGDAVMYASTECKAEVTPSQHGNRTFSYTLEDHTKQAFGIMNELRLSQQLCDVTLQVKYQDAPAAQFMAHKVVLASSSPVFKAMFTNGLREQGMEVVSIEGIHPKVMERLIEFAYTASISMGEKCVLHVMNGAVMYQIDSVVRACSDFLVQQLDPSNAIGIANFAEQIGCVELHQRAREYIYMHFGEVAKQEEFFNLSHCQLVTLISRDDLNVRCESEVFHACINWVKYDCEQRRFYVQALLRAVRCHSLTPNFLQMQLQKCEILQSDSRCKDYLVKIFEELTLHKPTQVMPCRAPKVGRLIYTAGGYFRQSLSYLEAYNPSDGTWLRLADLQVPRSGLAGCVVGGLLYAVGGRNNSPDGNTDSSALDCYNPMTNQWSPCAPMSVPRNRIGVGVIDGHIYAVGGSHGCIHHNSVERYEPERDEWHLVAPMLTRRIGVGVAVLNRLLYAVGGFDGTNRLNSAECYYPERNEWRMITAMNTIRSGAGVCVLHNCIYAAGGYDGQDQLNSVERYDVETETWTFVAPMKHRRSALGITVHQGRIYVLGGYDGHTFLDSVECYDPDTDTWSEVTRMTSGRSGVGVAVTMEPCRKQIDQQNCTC
PKA-R2B activ: activators of PKA-R2B holoenzyme, primary screen, biochemical, fluorescence polarization, Cy5-IP20, human; activation, % at 11.4 µM; cAMP-dependent protein kinase catalytic subunit beta (Homo sapiens) + cAMP-dependent …; PKA-R2B holoenzyme dissociation; R2B truncated from residue 108, S112A mutant; 0% DMSO only, 100% 113 µM cGMP; actives 0.079% (n = 340,000);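 active = activation above a cutoff set at the mean over all compounds plus 3 SD, cut at about 18% in these data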;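 also: higher means more holoenzyme dissociation and a rise in polarization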
Target sequence (P31323 whole entry, looked up, other chains not shown, the tested form may be a part): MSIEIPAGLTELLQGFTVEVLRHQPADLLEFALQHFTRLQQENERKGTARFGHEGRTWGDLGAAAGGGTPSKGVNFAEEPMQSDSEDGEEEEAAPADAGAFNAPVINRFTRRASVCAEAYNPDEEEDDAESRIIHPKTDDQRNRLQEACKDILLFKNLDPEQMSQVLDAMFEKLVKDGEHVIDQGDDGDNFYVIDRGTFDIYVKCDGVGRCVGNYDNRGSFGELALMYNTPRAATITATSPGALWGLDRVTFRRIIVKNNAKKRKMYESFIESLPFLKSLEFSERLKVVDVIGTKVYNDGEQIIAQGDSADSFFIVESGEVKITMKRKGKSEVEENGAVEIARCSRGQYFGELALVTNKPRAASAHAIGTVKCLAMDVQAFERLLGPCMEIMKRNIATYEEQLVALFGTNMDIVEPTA
CAL PDZ FP-1: CAL PDZ peptide-binding inhibitors, primary screen, biochemical, fluorescence polarization, Cer-tagged CAL PDZ, HTS; actives 0.02% (n = 330,000); Golgi-associated PDZ and coiled-coil motif-containing protein (Homo sapiens), Q9HD26; inhibition, % at 20 µM; AID 504414, 2011; purified CAL PDZ, TMR-peptide fluorescence polarization, 1 h;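 active = highest replicate inhibition of at least 40%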;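 also: plate controls were DMSO neutral control wells for no effect and unlabeled competitor peptide control wells for full effect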
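System: purified tagged CAL PDZ domain construct (CerCALP). Schedule: 1 h incubation at room temperature before polarization reading. Medium: 25 mM sodium phosphate pH 7.4, 150 mM NaCl, TCEP, IgG, Thesit. Read-out: percent inhibition from loss of millipolarization. Measured by: FP readout, S and P plane fluorescence. Probe or stimulus: fluorescent TMR peptide probe.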
RTF Ca sens inh: cardiac RTF calcium sensitivity inhibitors, primary screen, biochemical, IANBD-TnC fluorescence, EC70 calcium; IANBD-labeled cardiac RTF, Ca2+ fluorescence; inhibition, % at 7.15 µM; actives 0.12% (n = 340,000);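 active = inhibition above the mean inhibition of all tested compounds plus 3 SD, cut at about 17% in these data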;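 also: assay run at fixed EC70 calcium of 1.6 mM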
Rtt109 HAT inh: inhibitors of C. albicans Rtt109/Vps75 HAT, primary screen, biochemical, ThioGlo CoA-SH fluorescence, plate reader; inhibition, % at 34.9 µM; purified Rtt109/Vps75, 4 h; AID 540336, 2011; actives 0.16% (n = 330,000);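 active = inhibition of at least 50% in every replicate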
CAL PDZ FP-2: untagged CAL PDZ binding inhibitors, primary screen, biochemical, fluorescence polarization, HTS; inhibition, % at 24.9 µM; purified CAL PDZ, TMR-peptide fluorescence polarization, 1 h; AID 602252, 2012; Golgi-associated PDZ and coiled-coil motif-containing protein (Homo sapiens), Q9HD26; actives 0.92% (n = 300,000);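 active = mean inhibition of at least 30% with at least half of replicates also reaching 30%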;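 also: 0% = DMSO neutral control and 100% = excess unlabeled competitor peptide PRC23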
DAGLB inh: DAGLB lipase inhibitors, primary screen, biochemical, fluorescence, HTS. HEK293T DAGLB membrane lysate, EnzChek fluorogenic substrate. inhibition, % at 5.17 µM. actives 0.059% (n = 340,000); in the data active = inhibition above about 34%;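 also: 0% = enzyme with vehicle and 100% = wells lacking enzyme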
SR-BI uptake up: activators of SR-BI mediated DiI-HDL uptake, primary screen, ldlA[mSR-BI] CHO cells, DiI fluorescence; 3 h; 100 = double the neutral-control signal; activation, % at 12.5 µM; actives 0.096% (n = 320,000); AID 504775, 2011;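 active = mean replicate activation of at least 60% and every replicate at or above 60%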;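 also: 0% = median plate neutral-control signal and 100% = twice that signal; values of inactives mirror those of a sister screen read the other way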
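Material – SR-BI-overexpressing, LDLR-lacking CHO cells · Medium – BSA-supplemented, HEPES-buffered Ham's F12, pH 7.4 · Doses – single concentration · Times – compound with DiI-HDL co-incubation, 3 h at 37 °C · Measured by – bottom-read fluorescence, 550/595 nm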
* marks the source's active call; other numbers are inactive results; . = no result given.

SMILES	cardiac RTF act	C-LANA FP	Keap1 Nrf2 FP	PKA-R2B activ	CAL PDZ FP-1	RTF Ca sens inh	Rtt109 HAT inh	CAL PDZ FP-2	DAGLB inh	SR-BI uptake up
Cn1c(NC(=O)c2ccc(C(C)(C)C)cc2)cc(=O)n(C)c1=O	0.3	1.6	-1.3	-3.9	-0.4	-3.2	2.9	-2.9	-0.2	22.3
CCC(C(=O)OCC(=O)c1ccc2c(c1)NC(=O)CO2)c1ccccc1 (stereo not drawn)	-5.6	1.6	1.3	-4.4	-1.7	-6.2	5.5	0.7	3.4	-2.3
CCOC(=O)C1CCCN(C(=O)c2sc3nc4n(c(=O)c3c2C)CCC4)C1 (stereo not drawn)	-0.8	-2.3	0.1	6.5	0.6	8.3	-3.5	-3.4	-1.4	23.3
CCCCNC(=O)NS(=O)(=O)c1ccc(C(=O)OC(C)C)o1	5.8	0.7	-1.2	-5.0	0.5	-12.5	-30.0	-3.2	2.9	7.3
Cc1cc2cc(CNC(=O)Cc3cccs3)ccc2n1C	12.4	0.4	-5.5	-10.6	-1.8	-0.9	2.2	.	5.4	-11.5
OC[C@H]1O[C@@H](n2cnc3c(Nc4ccccc4)ncnc32)[C@H](O)[C@@H]1O	6.4	-1.2	-3.9	4.6	-0.1	6.2	-0.4	-0.8	0.9	1.2
CC(=O)Nc1cc2c(cc1Cl)-c1ccccc1C2O (stereo not drawn)	-2.1	0.4	-3.0	-5.2	-3.1	-15.0	-4.2	-2.5	4.8	-20.7
O=C(OCc1cc2ccccc2[nH]c1=O)c1cccnc1	1.6	0.7	3.0	3.2	-2.8	-8.2	-8.0	-3.0	-0.5	25.0
CC(Oc1ccc(Br)cc1)C(=O)Nc1ccncc1 (stereo not drawn)	-3.2	-1.3	5.4	-1.1	-0.3	10.3	2.5	-5.2	-1.1	15.5
COC(=O)[C@@]1(Cc2ccc(OC)cc2)[C@H]2c3cc(C(=O)N(C)C)n(CCSCCO)c3C[C@H]2CN1C(=O)c1ccccc1	-1.9	1.3	-0.8	-1.0	-0.9	-0.8	-1.1	-0.8	-5.0	6.6
COc1ccc(N(C)C(=O)CN(C)S(=O)(=O)c2ccc3c(c2)c(=O)n(C)c(=O)n3C)c(OC)c1	-7.0	-0.5	-0.2	6.4	0.3	-4.1	-1.7	-2.3	2.5	7.3
Cc1cc(C(=O)N(C)CC(=O)Nc2cccc(F)c2)no1	0.3	0.5	5.8	7.9	-1.9	3.5	-3.9	-3.0	0.1	3.4
COc1cc(/C=N/NC(=O)c2sc3nc(C)cc(C)c3c2N)ccc1O	.	0.6	-2.5	.	1.1	.	-3.9	.	.	-42.5
Nn1c(=S)[nH]c2sc3c(c2c1=O)CCCC3	6.2	-0.9	2.2	5.2	-1.8	-9.1	-1.5	12.3	2.5	-4.0
O=C(CCCOc1ccccc1)Nc1ccncc1	-0.9	-0.8	-4.0	-8.5	-1.0	0.3	-3.2	-0.4	-8.6	13.8
Cn1c(=O)oc2cc(S(=O)(=O)NC3CCCc4ccccc43)ccc21 (stereo not drawn)	1.1	-1.7	-0.1	-8.2	-0.5	-9.1	-5.0	-0.2	1.2	12.5
Cc1nc(C(=O)NC2CC2)sc1C1(C)CC(c2cccc([N+](=O)[O-])c2)=NO1 (stereo not drawn)	2.9	-1.5	-4.7	0.8	-0.9	5.2	0.5	-0.2	-2.4	-27.7
Cc1c(NS(=O)(=O)c2ccc(N3CCN(C)CC3)c([N+](=O)[O-])c2)c(=O)n(-c2ccccc2)n1C	-0.2	0.3	2.5	3.2	0.3	0.8	3.4	2.6	0.0	39.3
CCCC(=O)OCC(=O)Nc1ccc(N=Nc2ccccc2)cc1	-4.2	1.3	-4.6	-0.1	-0.5	-4.0	11.1	4.7	14.8	-2.7
COc1ccc(NC(=O)Cn2nnc(-c3ccccc3NC(=O)C3CC3)n2)cc1	-2.2	-0.6	-2.3	0.9	-0.7	-1.0	-6.3	-1.9	-2.5	-16.7
Fc1ccc(-n2cc(-c3ccccc3)c3c(N4CCOCC4)ncnc32)cc1	9.4	1.6	-2.2	-12.3	-1.6	-11.3	7.1	2.3	-0.1	-52.7
COc1cc(CCC(=O)NNC(=O)c2ccc(C)cc2)cc(OC)c1OC	5.8	-0.5	-0.6	-9.3	-2.7	1.1	-0.5	-3.0	-2.3	-3.1
c1ccc(-c2cc3c(N4CCCC4)ncnc3s2)cc1	4.8	-0.8	2.2	2.2	-2.6	3.9	.	-6.8	-4.9	-50.9
CS(=O)c1ccccc1-c1nc(-c2cccc(Cl)c2)no1 (stereo not drawn)	3.3	0.4	-2.3	-3.6	-3.3	-10.6	-0.6	-3.6	-7.7	-52.9
O=C(Nc1cccc(NC(=O)c2ccco2)c1)c1cccc(Br)c1	-5.2	-0.7	3.5	2.4	-2.7	6.2	19.7	-1.9	-1.5	.

Random excerpt: 6 entries already listed.
SMILES	cardiac RTF act	C-LANA FP	Keap1 Nrf2 FP	PKA-R2B activ	CAL PDZ FP-1	RTF Ca sens inh	Rtt109 HAT inh	CAL PDZ FP-2	DAGLB inh	SR-BI uptake up
CS(=O)c1ccccc1-c1nc(-c2cccc(Cl)c2)no1 (stereo not drawn)	3.3	0.4	-2.3	-3.6	-3.3	-10.6	-0.6	-3.6	-7.7	-52.9
COC(=O)[C@@]1(Cc2ccc(OC)cc2)[C@H]2c3cc(C(=O)N(C)C)n(CCSCCO)c3C[C@H]2CN1C(=O)c1ccccc1	-1.9	1.3	-0.8	-1.0	-0.9	-0.8	-1.1	-0.8	-5.0	6.6
CC(=O)Nc1cc2c(cc1Cl)-c1ccccc1C2O (stereo not drawn)	-2.1	0.4	-3.0	-5.2	-3.1	-15.0	-4.2	-2.5	4.8	-20.7
Cc1cc(C(=O)N(C)CC(=O)Nc2cccc(F)c2)no1	0.3	0.5	5.8	7.9	-1.9	3.5	-3.9	-3.0	0.1	3.4
Cn1c(=O)oc2cc(S(=O)(=O)NC3CCCc4ccccc43)ccc21 (stereo not drawn)	1.1	-1.7	-0.1	-8.2	-0.5	-9.1	-5.0	-0.2	1.2	12.5
COc1cc(CCC(=O)NNC(=O)c2ccc(C)cc2)cc(OC)c1OC	5.8	-0.5	-0.6	-9.3	-2.7	1.1	-0.5	-3.0	-2.3	-3.1

The main list resumes, starting two compounds before the break.
SMILES	cardiac RTF act	C-LANA FP	Keap1 Nrf2 FP	PKA-R2B activ	CAL PDZ FP-1	RTF Ca sens inh	Rtt109 HAT inh	CAL PDZ FP-2	DAGLB inh	SR-BI uptake up
CS(=O)c1ccccc1-c1nc(-c2cccc(Cl)c2)no1 (stereo not drawn)	3.3	0.4	-2.3	-3.6	-3.3	-10.6	-0.6	-3.6	-7.7	-52.9
O=C(Nc1cccc(NC(=O)c2ccco2)c1)c1cccc(Br)c1	-5.2	-0.7	3.5	2.4	-2.7	6.2	19.7	-1.9	-1.5	.
Cc1ccc(CCNC(=O)C2CC(=O)N(CCc3ccccc3)C2)cc1 (stereo not drawn)	-0.4	1.3	0.9	-5.5	-0.4	-7.0	0.2	-8.1	-3.0	18.4
COc1ccccc1OCCC(=O)NNC(=O)c1ccccc1F	-8.2	-0.2	-1.3	10.8	-1.5	5.4	-1.1	8.0	1.2	-0.6
CCN(CC(=O)Nc1ccc2c(c1)OCCO2)CC(=O)Nc1ccc2c(c1)OCO2	6.3	1.7	-2.3	-5.3	0.2	-6.2	-0.2	-2.0	-0.5	11.6
C=CCNc1nc(NCc2ccccc2)nc(OCC)n1	-3.0	2.0	-1.5	-3.9	-1.0	5.6	-1.9	-4.1	-1.1	-2.9
CCOc1ccc(CCNS(=O)(=O)c2ccc(-c3ccc(=O)[nH]n3)o2)cc1OCC	-2.1	0.7	-5.7	-5.4	-2.8	-0.3	-2.6	-3.0	-0.8	-13.4
O=C(CCCn1c(=O)c2ccccc2n(CC(=O)NCc2ccco2)c1=O)NCc1ccco1	-5.7	-2.0	-1.5	0.2	0.1	-3.1	-7.9	1.0	0.1	1.1
COc1ccc(NC(C)=O)cc1NC(C)C(=O)Nc1cc(C(F)(F)F)ccc1N1CCOCC1 (stereo not drawn)	-4.6	2.3	-2.4	10.2	-0.5	-3.3	5.1	-7.0	-0.2	7.2
CCCN(CC(=O)Nc1ccccc1C)C(=O)Cc1c(C)nc2ccccc2c1C	1.5	0.7	-0.6	-0.9	-1.9	0.6	-7.5	.	-1.3	-43.5
CN(C)S(=O)(=O)c1ccc(NC(=O)Cn2ccsc2=N)cc1	2.0	-0.8	-5.5	7.6	0.2	-7.4	-16.3	.	-0.7	24.2
Cc1ccc(C)c(OCCC(=O)Nc2ccccc2C(=O)NC2CC2)c1	-4.7	0.4	-4.8	-2.6	0.1	0.8	0.5	.	-1.4	-44.5
O=C(C1=C[C@@H](C2CCCCC2)C[C@@H](OCc2ccc(CO)cc2)O1)N1CCN(Cc2ccccc2)CC1	0.5	0.7	-3.2	-5.0	-0.3	-14.9	1.8	-0.3	-6.7	3.1
Cc1cc(N2CCCC(C(=O)Nc3cccc4ccccc34)C2)n2ncnc2n1 (stereo not drawn)	-1.9	1.6	0.6	-0.3	1.1	-2.3	-7.7	0.0	-0.1	-6.7
CC(=O)C1=C(C)Nc2cc(C(F)(F)F)ccc2S1	1.3	-1.3	-7.2	-13.1	1.0	-0.5	0.2	0.1	1.0	-2.4
O=C(O)C1C2C=CC3(CN(C4CCCC4)C(=O)C13)O2 (stereo not drawn)	3.2	-0.9	-7.0	-3.9	0.5	-14.5	7.3	-0.7	-0.6	19.0
